Screening results from PubChem.
ATXN2 expr inh = reduces ATXN2 reporter expression in HEK-293 cells; HEK-293 ATXN2-luciferase reporter, luminescence, 24 h; Potency, µM (highest dose often 57 µM), without a hit: at the highest dose activity change, negative = inhibition, actives largely listed as inhibitors; actives 0.72% (n = 360,000); further: potency means the concentration at half of the fitted maximal effect; on the % scale 0 is the no-effect control and ±100 the full control effect; nearly all actives have a fitted effect of over 55% in size
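qHTS (up to 57 uM final) was run with 24 h compound exposure of reporter cells at 37 °C. Each well was multiplexed: SteadyGlo luminescence measured ATXN2-luciferase expression after a fluorogenic Gly-Phe-AFC viability readout (25 uM final).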
IL-1B inflam inh = blocks inflammasome-driven IL-1 beta release; THP-1 LPS/ATP IL-1B secretion, AlphaLISA, 16 h; active compounds read low; activity change, % at 57.5 µM; actives 4.7% (n = 360,000); in the data active means activity change below about -50%; inconclusive means mostly about -30% to -49%; further: on the % scale 0 is the no-effect control and ±100 the full control effect
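Secreted IL-1B measured by AlphaLISA bead assay after 16 h compound exposure of THP-1 cells; compounds (final up to 57.5 uM) added 1 h before LPS (250 ng/mL) and ATP (1.25 mM) stimulation; lower signal means less secretion.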
TGFb inhibitor = inhibitors of TGF-b signaling. actives 1.2% (n = 410,000). Potency, µM (doses to about 46.1 µM), for the others: at the top dose activity, negative = inhibition, usual class: inhibitors. HepG2 CAGA-GFP TGF-b/SMAD3 reporter, GFP fluorescence, 18 h; TGF-beta stimulated, 500 pg/mL final; further: potency means the concentration at half of the fitted maximal effect; on the % scale 0 is the no-effect control and ±100 the full control effect; nearly all actives have a fitted effect of over 65% in size
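HEPG2 CAGA-GFP reporter cells (1000/well, DMEM with 1% FBS) received compounds, then recombinant TGF-beta at 500 pg/mL final for 18 hours at 37 degrees C. Per-cell GFP summed per well was normalised to unstimulated and stimulated DMSO controls before curve fitting.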
ATXN viability = reduces viability in counter-screen for ATXN expression inhibitors. S2 cells (HEK-293 line with an ATXN2-luciferase reporter) viability, CellTiter-Fluor protease fluorescence, 24 h. Potency, µM (highest dose often 56.7 µM), most hits filed as cytotoxic. actives 0.49% (n = 400,000). AID 651635; further: potency means the concentration at half of the fitted maximal effect; nearly all actives have a fitted effect of over 40% in size
Nrf2 activator = Nrf2 pathway activation; AREc32 ARE-luciferase reporter (MCF7-derived line), luminescence, 24 h; Potency, µM (doses to about 46.1 µM), for inactives: at the highest dose activation, usual class: activators; actives 0.31% (n = 410,000); further: potency means the concentration at half of the fitted maximal effect; % of control where 0% means no effect; nearly all actives have a fitted effect of over 65% in size
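Luminescent ARE reporter assay in AREc32_Fluc cells: overnight plating at 37 deg C, 24 hr compound incubation, Steady-Glo added, 30 min RT before reading.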
Nrf2 block = Nrf2 pathway inhibition; actives 2.1% (n = 360,000); A549 ARE-Fluc reporter, luciferase luminescence, 18-24 h; AID 504444; Potency, µM (titrated, usually from 46 µM), inactives show top-dose activity change, negative = inhibition, actives largely listed as inhibitors; further: potency means the concentration at half of the fitted maximal effect; on the % scale 0 is the no-effect control and ±100 the full control effect; nearly all actives have a fitted effect of over 60% in size
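Cells were seeded and rested 2 h, then exposed to compounds for 18-24 h. CellTiter-Fluor was read first as a viability measure. BugLite was added 15 min before the final luminescent read of ARE-luciferase activity in A549 cells.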
MCF10A rerep = inducers of DNA re-replication in MCF 10A breast cells | MCF 10A DNA re-replication, Hoechst nuclear intensity, 48 h | Potency, µM (top dose mostly 46.1 µM), inactives show at the highest dose activity, positive = re-replication, most hits filed as activators | actives 2.9% (n = 350,000); further: potency means the concentration at half of the fitted maximal effect; % of control where 0% means no effect; nearly all actives have a fitted effect of over 50% in size
HepG2 viability = counter-screen for TGF-b inhibitors: cytotoxicity in HepG2 cells | HepG2 CAGA-GFP viability, ATP luminescence, 18 h | Potency, µM (series often up to 46.1 µM), without a hit: at the top dose activity change, negative = cytotoxicity, actives largely listed as cytotoxic | actives 0.76% (n = 410,000); further: potency means the concentration at half of the fitted maximal effect; some results filed as inactive show a strong effect at the top dose
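CellTiter-Glo luminescence gave cytotoxicity after 18 hours at 37 degrees C. The cells were HepG2 CAGA-GFP in 1% FBS DMEM, stimulated with 500 pg/mL TGF-beta after compound addition. %Activity was normalised to no-cell wells (complete cell-killing) and DMSO (no toxicity), and curves were fitted and classified.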
A549 viability = counter-screen for Nrf2 inhibitors: cytotoxicity in A549 cells | A549 ARE-Fluc cells, CellTiter-Fluor viability, 18-24 h | Potency, µM (series often up to 46 µM), for the others: at the highest dose activity change, negative = cytotoxicity, hits mostly inhibitors | actives 0.16% (n = 390,000); further: potency means the concentration at half of the fitted maximal effect; on the % scale 0 is the no-effect control and ±100 the full control effect
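A549 ARE_Fluc cells in 5% FBS OPTI-MEM were exposed to compounds in concentration-response for 18-24 h at 37 deg C. Viability was read by CellTiter-Fluor fluorescence (Ex 405/Em 525) after 30 min, before the luciferase read.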
* = called active by the depositor; i = inactive; ? = inconclusive; · = not tested or not shown; & = joins results of further samples; [ ] = remark or other dose. Unless noted, the call rests on the fitted dose curve; in most records, active means well fitted curve in the direction sought with a large enough effect; inconclusive means small, poorly fitted or top-dose-only effect, or another doubt; inactive means no such curve, though single readings can be large; an effect the other way counts as inactive or inconclusive.

smiles,ATXN2 expr inh,IL-1B inflam inh,TGFb inhibitor,ATXN viability,Nrf2 activator,Nrf2 block,MCF10A rerep,HepG2 viability,A549 viability
O=C(Nc1cccc(Cl)c1N1CCCC1)c1cccc(-c2cc3ccccc3oc2=O)c1,1%,34,-7%,i,2.5%,?,13%,-15%,-10%
Cc1ccc(NC(=O)C2CCCN(c3nnc(C)c4c(C)n(-c5ccccc5)nc34)C2)cc1Cl (stereo not given),-24%,·,-7%,i,0.3%,-8%,·,-33%,-8%
CCOc1ccc(CC(=O)Nc2c(C(=O)c3ccccc3)oc3ccc(Cl)cc23)cc1OCC,1%,·,0%,·,-0.8%,-9%,·,2%,-6%
CN(C)c1ccc(NC(=O)Nc2nnc([C@H]3C[C@H](O)[C@@H](CO)O3)s2)cc1,69%[activator],21,4%,i,0.4%,·,·,-17%,·
Cc1ccc(-c2cn3nc(N4CCCC(C(=O)Nc5ccc(F)cc5)C4)sc3n2)cc1 (stereo not given),·,·,-17%,·,-1.1%,-16%,·,-26%,-17%
COc1cc2c(cc1OC)CN(CC(=O)Nc1ccc(S(=O)(=O)N3CCCC3)cc1)CC2,-14%,-10,-8%,i,0.0%,-25%,?,-8%,1%
COc1cccc2cc(C(=O)Nc3ccc(S(=O)(=O)NCC4CCCO4)cc3)c(=O)oc12 (stereo not given),-23%,-19,-5%,i,5.0%,-1%,?,-10%,5%
Cc1nc2ccc(S(=O)(=O)N(C)CC(=O)Nc3cccc(C(F)(F)F)c3)cc2s1,·,·,·,·,3.8%,-21%,·,-37%,-2%
CN(C)S(=O)(=O)c1ccc(Cl)c(NC(=O)COC(=O)c2ccc3c(c2)NC(=O)CS3)c1,·,?,-14%,i,0.2%,-20%,4%,-2%,11%
COC(=O)c1nc(NC(=O)C(C)(C)C)n[nH]1,6%,93,19%,i,-0.5%,0%,0%,0%,1%
CCCCOC(=O)c1ccc(NC(=O)C(=O)CC(=O)c2ccc(OC)cc2)cc1,-3%,-4,-2%,i,1.9%,7%,15µM*,-4%,-1%
COc1cccc(NC(=O)c2sc3nc(N4CCOCC4)c4c(c3c2N)CCCC4)c1,·,-6,-5%,i,4.3%,-8%,2.3µM*,-2%,-5%
COc1ccc(Cl)cc1NC(=O)C(C)NC(c1ccccc1)c1ccccc1 (stereo not given),8%,0,0%,i,3.7%[9.22 µM],-15%,-5%,-6%,10%
COc1ccc(N(CC(=O)NCc2cccs2)S(=O)(=O)c2ccc(F)cc2)cc1,8%,-12,2%,i,0.0%,3%,-4%,-3%,2%
CN=c1sc2ccccc2n1CC(O)COc1ccccc1 (stereo not given),4%,0,0%,i,0.6%,?,20%,-19%,2%
Cc1nc(N2CCN(C(=O)c3ccco3)CC2)nc2c1C(=O)CC(C)C2 (stereo not given),6%,0,-1%,i,0.1%,5%,8%,-1%,-2%
CCc1ccc(-c2csc(NC(=O)C3CC(=O)N(c4ccc5c(c4)OCCO5)C3)n2)cc1 (stereo not given),?,1,?,i,1.2%,?,18µM*,-20%,-6%
CSCCC1NC(=O)NC1=O (stereo not given),-7%,8,-5%,i,-0.1%,-9%,2%,11%,-1%
Cc1oc(-c2ccccc2F)nc1CS(=O)(=O)CC(=O)N1CCN(c2ccccc2)CC1,-11%&-6%,47,?,?,0.7%&-0.8%,0%&12%,-4%,-36%&-14%,?
Cc1ccc(-c2noc(-c3ccccc3Br)n2)cc1,102%[activator],48,2%,i,?,·,14%,-46%,10%
O=C(NCc1ccccc1Br)c1ccc2c(c1)OCCO2,20%,3,-2%,i,3.4%,0%,6%,-13%,-4%
CCOc1ccccc1/C=C(/NC(=O)c1ccccc1)C(=O)NCC(=O)O,-11%,9,-3%,i,-0.5%,7%,-1%,-74%,6%
Cc1ccc(-c2nnc(Nc3ccc(CC(N)=O)cc3)c3ccccc23)cc1S(=O)(=O)NCC1CCCO1 (stereo not given),8%,?,0%,i,-0.1%,-5%,-19%,-46%,1%
CC12CCC(C(=O)N/N=C/c3ccc(O)cc3O)(OC1=O)C2(C)C (stereo not given),-35%,161,-3%,i,-1.0%,?,5%,14%,-16%
Cc1ccc(CN2[C@@H](CC3CCCCC3)COCCS2(=O)=O)cc1,-7%,-19,?,?,-0.2%,2%,-3%,-5%&-62%,1%
Cc1ccc(/C=C/C(=O)O)cc1S(=O)(=O)Nc1ccccc1C(=O)O,-17%,15,18%,i,2.1%,2%,3%,14%,-4%
CN(C)CCOC(=O)c1ccc(COc2ccccc2Br)o1,27%,-5,-3%,i,-0.3%,?,-1%,4%,1%
N#Cc1nc(-c2ccc(OCc3ccc(Cl)cc3)cc2)oc1NCc1cccnc1,-14%,4,6%,i,0.6%,-2%,11µM*,-15%,-9%
Cc1nc(-c2ccccn2)nc(SCC(=O)c2ccccc2)c1Cl,-24%,·,?,i,3.7%,?,?,-1%,2%
C#CCNC(=O)C1=C[C@H](c2coc3ccccc3c2=O)C[C@H](OCCCCO)O1,2%,20,?,i,3.7%,2%,5%,-1%,1%

Reformatted: 3 of the compounds above
Below each SMILES: ATXN2 expr inh	IL-1B inflam inh	TGFb inhibitor	ATXN viability	Nrf2 activator	Nrf2 block	MCF10A rerep	HepG2 viability	A549 viability
> Cc1ccc(CN2[C@@H](CC3CCCCC3)COCCS2(=O)=O)cc1
 : -7%	-19	?	?	-0.2%	2%	-3%	-5%&-62%	1%
> CN(C)CCOC(=O)c1ccc(COc2ccccc2Br)o1
 : 27%	-5	-3%	i	-0.3%	?	-1%	4%	1%
> CN(C)c1ccc(NC(=O)Nc2nnc([C@H]3C[C@H](O)[C@@H](CO)O3)s2)cc1
 : 69%[activator]	21	4%	i	0.4%	·	·	-17%	·

Remaining list, next part
smiles,ATXN2 expr inh,IL-1B inflam inh,TGFb inhibitor,ATXN viability,Nrf2 activator,Nrf2 block,MCF10A rerep,HepG2 viability,A549 viability
CNC(=O)C1CCN(S(=O)(=O)c2c(C)noc2/C=C/c2cccc(OC)c2)CC1,-3%,-20,-1%,i,0.7%,?,0%,-8%,9%
CC1(c2nnnn2Cc2ccccc2)CCC(=O)N1CCOc1ccccc1 (stereo not given),-7%,-6,·,i,0.2%,·,·,·,·
CCn1cc(C(=O)N2CCN(c3ccc(C)cc3)C(C)C2)c(=O)c2cc(S(=O)(=O)N3CCCC3)ccc21 (stereo not given),-12%,·,-4%,?,-0.1%,?,·,-31%,?
CCn1cnc2cc(NC(=O)c3ccc(C)cc3)ccc21,24%,?,13%,i,0.0%,?,5%,9%,-2%
O=C(Nc1nnc(-c2ccc(F)cc2)s1)C1CCN(S(=O)(=O)c2ccc(Cl)cc2)CC1,-13%,15,-9%,i,0.6%,8%,-1%,8%,0%
CCN(CC)C(=S)Oc1c(Cl)cccc1Cl,·,9,14%,i,-0.8%,-16%,-5%,21%,0%
CCCC(=O)Nc1nnc(CC(=O)OCC)s1,-1%,2,-3%,i,0.0%,·,-9%,-14%,1%
Cc1cc(C)c(S(=O)(=O)n2c([N+](=O)[O-])cnc2C)c(C)c1,-8%,15,-8%,i,0.9%,1%,-2%,5%,5%
Cc1ccccc1OCC(=O)NC(Cc1c[nH]c2ccccc12)C(=O)O (stereo not given),-12%,0,-10%,?,-0.5%,1%,2%,-22%,-3%
Cc1c(C=O)c2ccccn2c1C(=O)c1cccc([N+](=O)[O-])c1,·,10,-1%,i,0.0%,3%,1%,10%,-25%
O=C(O)c1nc(-c2ccccc2)n(-c2cccc(C(F)(F)F)c2)n1,1%,-2,-14%,i,0.1%,-5%,-9%,-10%,6%
CCOC(=O)C1CCCN(C(=O)c2cc(-c3cccs3)oc2C)CC1 (stereo not given),-7%,?,-3%,i,-0.6%[9.22 µM],·,·,-14%,·
CC(C)OC(=O)C(C(=O)C(F)(F)F)c1cc(NS(=O)(=O)c2ccc3ccccc3c2)c2ccccc2c1O (stereo not given),11%,-61*,0%,i,-2.1%,-6%,?,-97%,-14%
CCN(C(=O)COC(=O)/C(C#N)=C/c1ccc(OC)cc1)C1CCS(=O)(=O)C1 (stereo not given),5%,5,9%,i,-0.5%,24%,1%,3%,1%
COC(=O)c1nnn(-c2nonc2N)c1CSc1nc2ccccc2o1,16%,0,-14%,i,0.1%,17%,4%,-9%,6%
O=C1C=C(c2cccc(CO)c2)C[C@@H](c2ccc(Cl)cc2)C1,-11%,-25,-7%,i,3.4%,-9%,3%,1%,-2%
CCOc1ccc(CNC(=O)c2ccccc2NC(=O)C2=CSCCO2)cc1,-11%,-21,7%,?,0.0%,-5%,14%,-9%,-2%
Cc1ccc(CC2C(=O)N(c3ccc(F)cc3)C(=O)C2C)cc1 (stereo not given),0%,-15,3%,?,-0.1%,16%,?,4%,1%
O=C(CSc1ccccc1)NC1CCCCCC1,40%[activator],15,7%,i,-1.4%,?,3%,2%,0%
CCC(=O)NC(Nc1ncc(C)s1)(C(=O)OC)C(F)(F)F (stereo not given),-1%,25,-1%,i,0.1%,-5%,-2%,-30%,-6%
NCCCn1c(C(=O)c2cc(Cl)c(N)c(Cl)c2)c2ccc([N+](=O)[O-])cc2[n+]1[O-],?,0,?,10µM*,?,157%,71%,-45%,18µM*
CCOc1ccc2nc(NC(=O)c3ccc(OCC4CCCO4)cc3)sc2c1 (stereo not given),19%[11.3 µM],-19,-21%,i,4.4%,?,12%,-27%,-24%
COc1cc2c(cc1OC)C(COc1cc(C)cc(C)c1)N(C(=O)COc1ccccc1)CC2 (stereo not given),?,·,?,i,0.9%,·,·,-26%,-16%
